mIAP block = mouse IAP inhibition. purified mouse IAP, CDP-Star luminescence, 30 min. inhibition, % at 10 µM. 0.2% of 330,000 active. AID 2806;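 active = inhibition of at least 40% at 10 µM in the primary screen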;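 also: plate controls were DMSO with enzyme for no effect and no enzyme wells for full effect; values of inactives mirror those of a sister screen read the other way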
hIAP activ = increases human intestinal alkaline phosphatase activity; P09923; purified human IAP, CDP-Star luminescence, 30 min; hits give high values; 1 = vehicle-only enzyme, 0 = enzyme-free background; activation factor at 10 µM; 0.16% of 330,000 active;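 active = activation factor of the enzyme at least 2-fold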; also: the source names both 10 and 20 µM as test concentration; values of inactives mirror those of a sister screen read the other way
Target sequence (P09923 whole entry, looked up): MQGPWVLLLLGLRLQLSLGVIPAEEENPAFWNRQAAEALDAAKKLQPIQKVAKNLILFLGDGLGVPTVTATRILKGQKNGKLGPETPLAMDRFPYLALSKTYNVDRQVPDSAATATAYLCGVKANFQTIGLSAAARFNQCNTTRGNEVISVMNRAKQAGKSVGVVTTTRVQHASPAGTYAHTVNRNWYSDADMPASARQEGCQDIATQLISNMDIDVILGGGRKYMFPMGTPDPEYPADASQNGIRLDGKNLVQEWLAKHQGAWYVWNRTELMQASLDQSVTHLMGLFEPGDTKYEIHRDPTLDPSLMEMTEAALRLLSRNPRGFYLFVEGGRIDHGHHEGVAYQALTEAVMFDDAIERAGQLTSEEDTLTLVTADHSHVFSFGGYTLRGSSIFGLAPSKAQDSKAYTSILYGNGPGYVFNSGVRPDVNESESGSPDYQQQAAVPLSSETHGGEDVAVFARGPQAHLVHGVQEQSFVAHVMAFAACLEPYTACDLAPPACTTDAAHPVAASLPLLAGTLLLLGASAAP
hIAP inh = human IAP inhibition; P09923; purified IAP, CDP-Star luminescence, 30 min; inhibition, % at 10 µM; 0.12% of 330,000 active; AID 2544;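 active = inhibition reaching a set limit with compound at 10 µM in the primary screen, cut at about 35% in these data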;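 also: plate controls were DMSO wells with enzyme for no effect and no-enzyme buffer wells for full effect; values of inactives mirror those of a sister screen read the other way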
Apaf1 inhib = inhibitors of human Apaf-1 apoptosome; AID 489030; inhibition, % at 20 µM; 0.71% of 330,000 active; O14727; reconstituted apoptosome caspase-3 activity, DEVD-Rh110 fluorescence; active = inhibition of at least 40% at 20 µM;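 also: plate controls were DMSO wells for no effect and DEVD-CHO caspase inhibitor wells for full effect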
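Material: reconstituted apoptosome with Apaf-1, cytochrome c, caspase-9, procaspase-3, dATP / Buffer or medium: pH 7.5 Hepes buffer with CHAPS, BSA, DTT / Also added: cytochrome c with DEVD-Rh110 / Schedule: compound with Apaf-1, dATP, procaspase-3 30 min, then 50 min reaction, room temperature / Technique: rhodamine 110 fluorescence at Ex 480/Em 540 nm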
mIAP activ = increases mouse intestinal alkaline phosphatase activity; muIAP, CDP-Star luminescence, 30 min; hits give high values; 1 = vehicle-only enzyme signal, 0 = enzyme-free wells; activation factor at 10 µM; 0.24% of 330,000 active;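 active = activation factor of at least 2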; also: the source names both 10 and 20 µM as test concentration; values of inactives mirror those of a sister screen read the other way
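Assay system: mouse IAP enzyme / Compound: DMSO-dissolved test compounds / Timing: 30 min, room temperature / Measured by: luminescence from enzymatic CDP-Star hydrolysis / Control set: DMSO-only wells, enzyme-free buffer wells as negative control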
ATG4B inhibitor = ATG4B (human) cysteine protease inhibition; inhibition, % at 8.33 µM; ATG4B cleavage of LC3-PLA2, NBD-HPC fluorescence, 1 h; Q9Y4P1; 0.51% of 340,000 active; in the data active = inhibition above about 40%
Target sequence (Q9Y4P1 whole entry, looked up): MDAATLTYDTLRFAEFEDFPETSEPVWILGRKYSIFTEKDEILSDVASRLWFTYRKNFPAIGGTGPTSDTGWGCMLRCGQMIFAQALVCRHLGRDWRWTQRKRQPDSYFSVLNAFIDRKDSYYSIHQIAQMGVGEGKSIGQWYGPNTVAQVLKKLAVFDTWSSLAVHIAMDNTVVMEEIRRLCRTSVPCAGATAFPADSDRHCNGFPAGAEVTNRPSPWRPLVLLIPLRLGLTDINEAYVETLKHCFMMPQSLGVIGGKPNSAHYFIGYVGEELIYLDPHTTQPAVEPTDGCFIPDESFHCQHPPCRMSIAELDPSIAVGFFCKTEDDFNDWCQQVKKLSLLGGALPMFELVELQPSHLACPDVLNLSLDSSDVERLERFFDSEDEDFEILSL
NLRP3 yeast inh = blocks the NALP3 inflammasome reconstituted in yeast; Yeast reconstituted NLRP3/ASC/caspase-1, beta-gal luminescence, 24 h; inhibition, % at 10 µM; 0.39% of 330,000 active; AID 2825;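 active = inhibition of 50% or more; inactive = inhibition below 50%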;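 also: plate controls were induced DMSO wells for no effect and uninduced yeast grown without galactose for full effect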
tim10-1 inh = inhibits growth of tim10-1 mutant yeast; S. cerevisiae tim10-1 ts strain growth, BacTiter-Glo, 24 h; inhibition, % at 20 µM; 2.2% of 330,000 active;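 active = inhibition of at least 40%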;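 also: mutant grown at 25 °C; 0% = DMSO wells with yeast and 100% = wells holding no yeast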
TIM10 inh = TIM10 yeast growth inhibition | 1.4% of 330,000 active | S. cerevisiae TIM10 strain growth, BacTiter-Glo luminescence, 24 h | inhibition, % at 10 µM | AID 463195;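 active = inhibition of 40% or more at the single tested concentration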;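 also: wild-type TIM10 isogenic control strain grown at permissive 25 °C; 0% = DMSO yeast wells and 100% = minimal medium wells without yeast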
Starred values were filed as active, the others as inactive; nt = not tested or not shown.

| molecule | mIAP block | hIAP activ | hIAP inh | Apaf1 inhib | mIAP activ | ATG4B inhibitor | NLRP3 yeast inh | tim10-1 inh | TIM10 inh |
| --- | --- | --- | --- | --- | --- | --- | --- | --- | --- |
| CCn1c(C(c2ccccc2)c2ccccc2)n[nH]c1=S | -2 | 1 | -3 | 11 | 1 | 7 | 12 | 21 | 8 |
| N/C(=N/OCc1cccc([N+](=O)[O-])c1)c1nonc1N | 15 | 0.95 | 5 | -3 | 0.85 | 0 | -23 | 17 | 18 |
| CC1(C)Cc2cccc(OCC(=O)O)c2O1 | 2 | 1.2 | -20 | -4 | 0.98 | -6 | 1 | 13 | -12 |
| C=CCNC(=O)[C@@H]1CSC2c3ccc(OC)c(OC)c3C(=O)N21 (some centres undefined) | -4 | 0.87 | 13 | -1 | 1 | 0 | 9 | -1 | -7 |
| O=c1c2c(nc3cc(-c4cccc(Cl)c4)[nH]n13)CCCC2 | 5 | 1 | -1 | -11 | 0.95 | -15 | 0 | -4 | -5 |
| COc1ccc(N2C(=O)C3CC(C)=C(C)CC3C2=O)c(OC)c1 (centres undefined) | 12 | 0.79 | 21 | -3 | 0.88 | 0 | 2 | 17 | 23 |
| Cc1cccc(NC(=O)CCC(=O)c2cccs2)n1 | 3 | 0.96 | 4 | 3 | 0.97 | 0 | 23 | 19 | 2 |
| CC(C)(C)C(=O)C[n+]1cccc(C(N)=O)c1 | 3 | 1 | -4 | -1 | 0.97 | 1 | 0 | 24 | -5 |
| COc1ccc(N(CC(=O)NCC2CCCO2)C(=O)CCC(=O)Nc2nccs2)c(OC)c1 (centres undefined) | -3 | 1.1 | -5 | -2 | 1 | -9 | 4 | -21 | -2 |
| CC(=O)NCC(=O)OCN1C(=O)c2ccccc2C1=O | 2 | 1.9 | -92 | -3 | 0.98 | 4 | 13 | 0 | 3 |
| COc1cccc(C(=O)NCCN2CCN(c3ccccc3)CC2)c1 | 2 | 0.98 | 2 | 8 | 0.98 | -3 | 30 | -9 | -3 |
| Cc1c(C(=O)NCc2ccccn2)oc2ccc(Br)cc12 | 2 | 0.85 | 15 | 2 | 0.98 | -16 | 25 | 32 | 13 |
| O=C(Nc1ccc(O)c2c(=O)cc(-c3cccc(Cl)c3)oc12)c1ccc(F)cc1 | 11 | 1 | -5 | -1 | 0.89 | 1 | 14 | -10 | 0 |
| CCCCSc1nc2c(c(=O)[nH]c(=O)n2C)n1CCc1ccccc1 | -10 | 1.1 | -10 | 26 | 1.1 | -11 | 15 | -19 | -26 |
| C=CCn1cccc(C(=O)Nc2ccc(Cl)cc2)c1=O | -5 | 1.1 | -6 | 4 | 1 | -8 | 8 | 22 | 18 |
| CC(=O)O[C@H]1[C@@H](O)[C@H](O)[C@H](Oc2c(O)c(C)c3c4c2[C@@H](C)CC[C@@H]4[C@@H](C)C[C@H]3C=C(C)C)O[C@H]1C | 15 | 1.1 | -15 | 22 | 0.85 | -11 | -4 | 30 | 9 |
| CC(C)NC(=O)c1ccc(OC2CSC2)cc1 | -3 | 1.1 | -12 | 3 | 1 | -11 | 13 | 7 | -12 |
| CC1=NOC(=O)/C1=C/c1ccc(N(C)C)cc1 | 6 | 0.83 | 17 | -17 | 0.94 | 14 | 10 | 10 | -14 |
| O=C1c2cccc3c(O)ccc(c23)C(=O)N1Cc1ccccc1 | 9 | 0.98 | 2 | -16 | 0.91 | -72 | -10 | 9 | -12 |
| CC(=O)Nc1ccc(NC(=O)CSc2nnc(-c3ccccc3)n2Cc2ccc3c(c2)OCO3)cc1 | -3 | 0.97 | 3 | -5 | 1 | -3 | 15 | 2 | 9 |
| Cc1ccc2c(Cl)c(C(=O)NC3CC3)sc2c1 | 1 | 1.2 | -18 | 0 | 0.99 | -6 | 24 | -2 | 2 |
| COc1ccc(C2CC(c3ccc(Cl)cc3)=NN2C(C)=O)cc1 (centres undefined) | 5 | 0.84 | 16 | -3 | 0.95 | -5 | 25 | 29 | 21 |
| O=C(Nc1ccc(Cl)cc1)c1cccc(NC2=NC3CS(=O)(=O)CC3S2)c1 (centres undefined) | 10 | 0.88 | 12 | -1 | 0.9 | -11 | -6 | -11 | -4 |
| C=CCn1c(SCc2nc3ccccc3[nH]2)nnc1-c1ccccn1 | 2 | 0.88 | 12 | -6 | 0.98 | -2 | 4 | 2 | -10 |
| CCC1Sc2ccc(S(=O)(=O)CCC(=O)Nc3ccccc3Cl)cc2NC1=O (centres undefined) | -4 | 0.94 | 6 | -1 | 1 | 2 | 0 | -2 | 10 |
| COc1ccc2c(c1)CC(=O)NC=C2 | 0 | 0.88 | 12 | 5 | 1 | 2 | 2 | -2 | -30 |
| COc1ccc(OC)c(/C=C/C(=O)N2CCN(S(=O)(=O)c3ccc(C)cc3C)CC2)c1 | -18 | 1.1 | -12 | 27 | 1.2 | -6 | 11 | 11 | 15 |
| CCCNC(=O)C(Cc1ccc(Br)cc1)NC(=O)c1ccc(C#N)cc1 (centres undefined) | -12 | 1 | -4 | 13 | 1.1 | 5 | 5 | 7 | -11 |
| COC(=O)c1ccc(C23CC4(C2)[C@H](CN(Cc2cccnc2)[C@@H]4c2ccccc2)C3c2ccccc2)cc1 (some centres undefined) | 4 | 0.83 | 17 | 21 | 0.96 | -16 | 16 | 24 | 19 |
| O=C(NN1C(=O)/C(=C/c2cccs2)SC1=S)c1ccncc1 | 21 | 0.83 | 17 | -3 | 0.79 | -16 | 10 | -57 | -55 |
| COc1ccc(CCNC(=O)CCN2C(=O)[C@@H]3Cc4ccccc4CN3C2=O)cc1OC | -1 | 1.3 | -32 | -2 | 1 | -7 | 2 | 10 | 3 |
| CC1CCCCC1NC(=O)/C=C/c1nc2ccccc2s1 (centres undefined) | -2 | 1 | -3 | 6 | 1 | 8 | 25 | -11 | 13 |
| O=C(Nc1nccs1)C1CCN(S(=O)(=O)c2ccc(Cl)c(C(F)(F)F)c2)CC1 | 5 | 0.88 | 12 | 9 | 0.95 | -13 | -3 | 14 | -8 |
| O=[N+]([O-])c1cccnc1S(=O)(=O)c1ccccc1 | -4 | 1 | -1 | 3 | 1 | 6 | 58* | 22 | -5 |
| O=C(c1ccc(Cl)s1)N1CCc2ccccc21 | 5 | 1.2 | -21 | -9 | 0.95 | 10 | 28 | 12 | 6 |
| CCC(=O)N(Cc1cc2cccc(C)c2[nH]c1=O)c1ccccc1OC | -10 | 0.84 | 16 | -11 | 1.1 | -6 | 6 | 13 | -6 |
| CC(C)CC(=O)Nc1ccc(Cc2ccncc2)cc1 | 5 | 1.1 | -11 | -13 | 0.95 | 1 | 9 | 7 | -8 |
| COc1cnc(-c2ccccn2)nc1Oc1ccccc1Cl | 6 | 0.86 | 14 | -6 | 0.94 | 2 | -14 | 14 | -1 |
| CC(C)n1nnnc1-c1cccc(Cl)c1 | -7 | 0.99 | 0 | -2 | 1.1 | 7 | -12 | -13 | -2 |
| O=C(NCC(c1cccnc1)N1CCOCC1)Nc1ccccc1 (centres undefined) | -2 | 0.95 | 5 | -1 | 1 | -4 | 17 | 4 | 3 |
| CCCCCCCC(=O)NN=C1CCN(Cc2ccccc2)CC1 | -2 | 0.99 | 1 | 0 | 1 | 0 | 8 | 6 | 1 |
| Cc1ccc(C)n1-c1ccc(-c2ccn[nH]2)cc1 | -16 | 1.1 | -7 | 9 | 1.2 | 14 | 13 | 27 | 7 |
| CCCC(=O)N1CCN(c2nc3ccc(CC)cc3s2)CC1 | 5 | 1.3 | -31 | 2 | 0.95 | 5 | 20 | 25 | -2 |
| CCC(C)c1ccc(OCCn2ccnc2)cc1 (centres undefined) | -12 | 1.2 | -22 | 15 | 1.1 | 0 | 1 | 24 | 4 |
| CC(=O)Nc1ccc(C(=O)OCc2ccc(F)cc2Cl)cc1 | -1 | 0.9 | 10 | 0 | 1 | 15 | 22 | 31 | 39 |
| COc1ccc2cc(CN(CC3CCCO3)C(=O)Nc3ccccc3OC)c(=O)[nH]c2c1 (centres undefined) | 2 | 0.9 | 10 | 6 | 0.98 | -12 | 6 | 10 | 18 |
| Cc1c(NC(=O)C(C)OC(=O)/C=C/c2ccc(OC(F)F)cc2)c(=O)n(-c2ccccc2)n1C (centres undefined) | -3 | 1 | -5 | 2 | 1 | 1 | 15 | -7 | 8 |
| COc1ccc(NC(=O)c2cn(CCC#N)nc2-c2cccs2)cc1 | 2 | 1.1 | -10 | 5 | 0.98 | 10 | 12 | 41* | 36 |
| Cc1ccccc1-c1nnc(SCC(=O)Nc2cccnc2Cl)o1 | 22 | 1.2 | -20 | -1 | 0.78 | 1 | 3 | -13 | 0 |
| CCOc1ccc(C(=S)N2CCOCC2)cc1OC | -3 | 0.94 | 6 | 16 | 1 | -5 | 24 | 11 | 8 |
| COc1cccc(CN2CC(C(=O)N(C)Cc3[nH]c4ccccc4c3C)CCC2=O)c1 (centres undefined) | -5 | 0.88 | 12 | 1 | 1.1 | -13 | 5 | 20 | 2 |
| CCc1nn(CC(=O)NCc2cccnc2)c(=O)c2cc3occc3n12 | 4 | 1 | -4 | -9 | 0.96 | 10 | -4 | -2 | -1 |
| Cn1c2c(c3ccccc31)CCSC2=O | 4 | 0.97 | 2 | 1 | 0.96 | 2 | 22 | -2 | -7 |
| CCOC(=O)C1CCN(C(=O)CN(c2ccc3c(c2)OCCO3)S(=O)(=O)c2ccccc2)CC1 | -4 | 0.84 | 16 | 8 | 1 | 1 | 2 | -2 | -1 |
| O=C1CC(c2ccccc2Cl)Cc2c1cnn2-c1nc2ccccc2s1 (centres undefined) | 8 | 1.1 | -8 | -5 | 0.92 | nt | 3 | 28 | 14 |
| CCCN=C1NC(=O)C(CC(=O)NCCc2ccc(OC)c(OC)c2)S1 (centres undefined) | 4 | 1 | -4 | -8 | 0.96 | 8 | 5 | 11 | -3 |
| O=C(O)c1cccc(N2C(=O)c3cccnc3C2=O)c1 | -1 | 1 | -3 | 1 | 1 | -14 | -7 | 22 | -6 |
| CN(C)c1ccc(/C=N/NC(=O)c2nonc2N)cc1[N+](=O)[O-] | -5 | 0.95 | 5 | 6 | 1 | -12 | 11 | 10 | -9 |
| O=C(Cn1cnc2c(nnn2-c2cccc(Cl)c2)c1=O)NCc1ccccc1 | 2 | 0.98 | 2 | -8 | 0.98 | -8 | -8 | -6 | -15 |
| COc1cc2c(cc1NC(=O)COC(=O)Cn1cnc3ccccc31)oc1ccccc12 | -1 | 1 | -1 | 16 | 1 | -12 | 40 | 26 | 41* |

Record cards (already shown). Screens in order: mIAP block	hIAP activ	hIAP inh	Apaf1 inhib	mIAP activ	ATG4B inhibitor	NLRP3 yeast inh	tim10-1 inh	TIM10 inh
CC(C)CC(=O)Nc1ccc(Cc2ccncc2)cc1 in the list: 5	1.1	-11	-13	0.95	1	9	7	-8
CCC(=O)N(Cc1cc2cccc(C)c2[nH]c1=O)c1ccccc1OC in the list: -10	0.84	16	-11	1.1	-6	6	13	-6

Next section.
| molecule | mIAP block | hIAP activ | hIAP inh | Apaf1 inhib | mIAP activ | ATG4B inhibitor | NLRP3 yeast inh | tim10-1 inh | TIM10 inh |
| --- | --- | --- | --- | --- | --- | --- | --- | --- | --- |
| Cc1cccc(C)c1OCC(=O)Nc1oc(-c2ccccc2)c(-c2ccccc2)c1C#N | 6 | 1.1 | -11 | 14 | 0.94 | 10 | -11 | 20 | -10 |
| CSc1nc2ccc(NC(=O)C3=NNC(=O)CC3)cc2s1 | -3 | 0.92 | 8 | -4 | 1 | -16 | 18 | 0 | 2 |
| COc1ccc(/C=C/C(=O)N2CCCc3ccccc32)cc1 | -4 | 1.2 | -18 | 13 | 1 | 3 | 19 | 47* | 23 |
| O=C(/C=C/c1ccco1)Nc1ccc(Oc2ccc(Cl)cc2)cc1 | -3 | 0.97 | 3 | 12 | 1 | 14 | 11 | 16 | -6 |
